# Screening data deposited in PubChem BioAssay by several laboratories.
# ssDAF12 agonist = activators of S. stercoralis DAF-12 nuclear receptor; AID 652126; HEK293 ssDAF-12/GRIP1 lit1-tk-luc reporter, luminescence; % of 3 µM dafachronic acid response; actives 1% (n = 370,000); activation, % at 6.8 µM;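 active = activation above the mean over all tested compounds plus 3 SD, cut at about 0.9% in these data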;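 also: 0% = DMSO-only wells and 100% = 3 µM delta7-dafachronic acid wells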
# hgDAF-12 ag = agonists of H. glycines DAF-12 nuclear receptor | activation, % at 6.8 µM | HEK293 GAL4-hgDAF12 UAS-luciferase reporter, agonist luminescence; normalized to butyrate control | actives 1.8% (n = 370,000);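 active = activation above a cutoff set at the mean of all screened compounds plus 3 SD, cut at about 10% in these data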;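 also: 0% = DMSO wells and 100% = sodium butyrate wells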
# Rev-erbA mod = Rev-erb alpha (human) modulation; P20393; Rev-erbα–FITC-DNA binding, fluorescence polarization, 90 min; activity, % at 10 µM; actives 0.79% (n = 370,000); AID 1259318;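 active = activity above about 14%, limit read from the data; passing the limit was not always enough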;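 also: 0% = DMSO wells with 35 nM protein and 100% = DMSO wells with 750 nM protein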
# DAX1 inh-1 = NR0B1 (DAX1) inhibition. actives 0.99% (n = 340,000). HEK293 Gal4-DAX1 luciferase reporter, luminescence. inhibition, % at 6.75 µM. AID 504766. P51843;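 active = inhibition above the mean over all tested compounds plus 3 SD, cut at about 4.2% in these data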;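 also: 0% = DAX1-transfected cells with DMSO and 100% = empty-vector control cells with DMSO; inhibition shows as a rise in luminescence from relieved DAX1 repression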
# Target sequence (P51843 207-470 limits assumed): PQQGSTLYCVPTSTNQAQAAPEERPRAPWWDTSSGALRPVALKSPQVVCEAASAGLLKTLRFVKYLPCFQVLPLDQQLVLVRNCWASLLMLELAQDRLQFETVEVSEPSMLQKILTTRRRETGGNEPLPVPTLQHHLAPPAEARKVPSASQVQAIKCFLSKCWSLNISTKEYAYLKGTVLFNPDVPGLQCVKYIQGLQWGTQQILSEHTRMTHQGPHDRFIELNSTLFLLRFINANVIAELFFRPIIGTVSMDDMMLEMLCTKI
# hcDAF-12 act = activators of H. contortus DAF-12 nuclear receptor. actives 1.4% (n = 370,000). HEK293 hcDAF-12 lit1-tk-luc reporter, luminescence; 0% DMSO, 100% Δ7-dafachronic acid. activation, % at 6.8 µM;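 active = activation above the mean of all tested compounds plus 3 SD, cut at about 5.5% in these data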;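 also: 100% = response to 3 µM Δ7-dafachronic acid high control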
# GAA850 FXN act = increases GAA850 frataxin promoter reporter activity | HEK293 lucGAA850 FXN promoter luciferase reporter, 24 h; percent of 10 µM SAHA response | activation, % at 6 µM | actives 0.56% (n = 360,000);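 active = activation above the average of all compounds screened plus 3 SD, cutoff fixed separately per campaign, cut at about 7.5% in these data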;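 also: 0% = DMSO wells and 100% = 10 µM SAHA wells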
# PG9 binder = PG9 antibody binding by small molecule. inhibition, % at 6.7 µM. actives 0.43% (n = 360,000). TR-FRET gp120-PG9 antibody binding; in the data active = inhibition above about 8.5%
# PLC-beta3 inh = inhibitors of human phospholipase C beta3 | Q01970 | Purified PLC-beta3, fluorogenic substrate, fluorescence | inhibition, % at 12.2 µM | actives 0.18% (n = 370,000) | AID 720704; in the data active = inhibition above about 11%;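 also: 0% = median of compound wells on plate and 100% = full blocker control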
# SMARCA2 activ = SMARCA2 function activation, primary screen; MG213 cells, MMTV-luciferase reporter, dexamethasone, overnight; activation, % at 9.1 µM; actives 1% (n = 370,000); in the data active = activation above about 7.8%;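 also: 0% = vehicle wells and 100% = reference activator wells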
# DAX1 inh-2 = DAX1 (NR0B1) inhibition, primary screen | HEK293T StAR-luciferase reporter, SF-1/DAX-1 repression relief | inhibition, % at 6.8 µM | actives 1.1% (n = 370,000) | AID 652010;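 active = inhibition above the mean over all tested compounds plus 3 SD, cut at about 3.6% in these data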;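 also: 0% = DAX-1 cells with DMSO and 100% = cells lacking DAX-1 with DMSO; higher inhibition means more luminescence from relief of DAX-1 repression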
# sPLA2-III inh = Inhibits HGIII-sPLA2 liposome hydrolysis, primary screen | Q9NZ20 | QFRET BODIPY PC-A2 liposome hydrolysis, fluorescence | inhibition, % at 12.2 µM | actives 0.56% (n = 370,000) | AID 743126;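 active = inhibition above mean plus 3 SD of compounds lying within the high and low control bounds, cut at about 19% in these data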;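 also: 0% = median of test compound wells and 100% = no enzyme DMSO wells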
# Target sequence (Q9NZ20 whole entry, looked up): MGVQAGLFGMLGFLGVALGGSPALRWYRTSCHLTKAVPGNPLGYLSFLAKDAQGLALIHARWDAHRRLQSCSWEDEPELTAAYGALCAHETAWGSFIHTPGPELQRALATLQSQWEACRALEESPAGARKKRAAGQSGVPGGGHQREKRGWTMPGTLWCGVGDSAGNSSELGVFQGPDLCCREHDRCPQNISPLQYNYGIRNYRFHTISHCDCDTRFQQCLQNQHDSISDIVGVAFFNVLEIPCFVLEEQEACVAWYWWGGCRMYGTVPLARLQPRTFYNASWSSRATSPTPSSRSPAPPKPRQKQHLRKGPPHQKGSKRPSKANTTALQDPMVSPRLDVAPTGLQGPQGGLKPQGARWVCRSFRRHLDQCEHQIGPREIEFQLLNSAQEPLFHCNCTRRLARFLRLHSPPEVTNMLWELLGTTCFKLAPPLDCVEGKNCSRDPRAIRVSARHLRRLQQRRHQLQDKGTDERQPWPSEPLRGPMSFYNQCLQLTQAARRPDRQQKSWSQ
# Numbers without * were called inactive; i = inactive; . = not tested or not shown. An unsorted share of the library (roughly 7% active in at least one column).
SMILES,ssDAF12 agonist,hgDAF-12 ag,Rev-erbA mod,DAX1 inh-1,hcDAF-12 act,GAA850 FXN act,PG9 binder,PLC-beta3 inh,SMARCA2 activ,DAX1 inh-2,sPLA2-III inh
CO[C@H]1O[C@H](C)[C@@H](O)C[C@H]1NC(=O)OCc1ccccc1,-0.8,-0.7,8,-1.5,-0.8,2.0,-1.5,-4,2,0.3,-2
Cc1[nH]n(-c2ccc([N+](=O)[O-])cc2)c(=O)c1C=NCC1CCCO1 (stereo not drawn),-0.3,6.9,0,.,2.0,6.4,-2.9,2,4,1.2,2
Cc1ccc(-c2noc(CCC(=O)NCc3ccco3)n2)cc1,-0.7,-1.9,-1,0.3,-1.3,0.6,-1.7,-5,3,-0.3,-2
CCCN(CC(=O)Nc1ccc(F)c(F)c1F)C(=O)c1ccc(N2CCCC2=O)cc1,-1.5,-1.4,-5,-0.6,-1.1,1.8,-1.7,-3,-2,-0.1,4
C#CCN1C(=O)S/C(=C\c2ccc(-c3ccc(C(=O)O)cc3C)o2)C1=O,0.9,10,-22,4.0,3.8,3.4,-3.9,-163,8,2.8,-12
CCOc1cc(/C=C2\C(=O)N(Cc3ccc(C)cc3)C(C)=C2C(=O)OC)ccc1O,-1.6,-2.4,1,-0.3,-1.4,-0.7,-3.2,-14,0,-1.4,-28
O=C(CSc1nnc2scc(-c3ccccc3)n12)NCC1CCCO1 (stereo not drawn),-0.9,-0.2,12,-0.4,1.6,1.0,0.1,3,-1,-0.7,-1
CC(C)N(CCNC(=O)C1CCCN(c2ncnc3c2nc2n3CCCCC2)C1)Cc1ccccc1 (stereo not drawn),-1.3,-3.4,0,0.2,-1.4,-2.3,0.1,0,1,-2.1,-10
CCCCCCCCN1[C@@H](CC(C)=O)c2cc(C(F)(F)F)ccc2S1(=O)=O,-1.2,0.3,-1,-1.1,-0.7,0.2,-1.1,-2,-1,-0.7,3
CCCCCCCCN1C(=O)[C@H](CC(=O)NCc2cccc(C(F)(F)F)c2)C[C@@]2(C(=O)OC)CC(C)(C)CC=C12,-0.7,2.1,0,.,-0.4,.,-0.6,0,3,1.9,-4
COc1cc([N+](=O)[O-])c(OC)cc1SCc1n[nH]c(=S)n1-c1ccc(F)cc1,-1.5,-1.5,-7,1.6,-0.7,-2.2,-0.7,-5,-4,-0.1,22*
Cc1cc(CNC(=O)CCc2nnc(CCCCc3ccccc3)o2)nn1C,-0.3,-1.7,3,1.1,1.1,3.0,-0.9,-1,-1,-0.6,5
C[C@@H](NC(=O)c1[nH]cnc1C(=O)Nc1nccs1)c1ccccc1,-1.0,1.7,-5,1.2,-1.0,0.5,1.5,3,0,-0.3,15
O=S(=O)(NCCc1ccccn1)c1ccc(F)c(F)c1,-0.7,-2.0,1,-0.2,-1.1,2.9,-0.7,4,-1,-0.3,3
CCOC(=O)C1=C(C)N(C)C(C)=C(C(=O)OCC)C1c1ccccc1,-0.7,0.4,0,0.7,-0.1,-0.8,-0.7,3,-4,-0.7,12

# Single values from the entries so far:
# Result of O=S(=O)(NCCc1ccccn1)c1ccc(F)c(F)c1 under PLC-beta3 inh: 4
# Result of CCCN(CC(=O)Nc1ccc(F)c(F)c1F)C(=O)c1ccc(N2CCCC2=O)cc1 under GAA850 FXN act: 1.8

# Going on with the list:
SMILES,ssDAF12 agonist,hgDAF-12 ag,Rev-erbA mod,DAX1 inh-1,hcDAF-12 act,GAA850 FXN act,PG9 binder,PLC-beta3 inh,SMARCA2 activ,DAX1 inh-2,sPLA2-III inh
CCC/C=C/c1ccc(CN2C(C(C)C)C(=O)N(Cc3cn(CCC4OCCO4)nn3)CCS2(=O)=O)cc1 (stereo not drawn),-1.1,1.0,11,0.1,-1.1,-1.3,-0.5,10,-6,-0.2,-42
O=C(COc1ccc(-c2ccccc2)cc1)NN=C1CCCC1,-1.6,-0.7,-5,0.8,-1.0,1.1,0.7,-8,-1,-1.3,0
OCC(Cc1ccccc1)NCc1ccccc1C(F)(F)F (stereo not drawn),-1.5,1.0,4,0.3,0.9,1.5,0.4,0,0,-0.2,3
Cc1ccccc1C(=O)Nc1nc2c(C)csc2c(=O)s1,-1.4,-0.6,8,0.6,-0.2,0.0,4.9,-5,-5,-0.3,17
CCOC(=O)c1ccc(C(=O)OCC)c(NC(=S)Nc2ccc([N+](=O)[O-])cc2OC)c1,-1.2,0.0,-7,1.4,1.6,6.0,-2.8,-167,-3,-0.6,11
O=C(OCc1nc2ccccc2s1)c1ccc(Br)o1,0.1,3.5,-2,4.6*,4.8,3.5,-0.6,-3,3,0.1,-8
COc1ccc(Cl)cc1NC(=O)CSc1nc(Nc2ccccc2)nc(N2CCOCC2)n1,-1.0,-1.4,5,0.7,0.6,-0.2,-1.0,-3,-2,-1.5,-3
CC(C)c1nc2ccc(NC(=O)C3CCCCC3)cc2[nH]1,-0.3,-1.8,1,0.9,-1.5,-0.5,1.8,2,2,-1.1,1
Cc1ccccc1OCC(=O)N/N=C/c1ccc2c(c1)OCCO2,-0.9,-0.6,-4,-1.1,0.6,1.8,-1.7,-2,0,-0.1,-5
COc1nc(OC)nc(N2CCC(C(=O)NCc3cccs3)CC2)n1,-1.9,-1.5,15,0.3,-0.9,1.3,-0.5,1,0,0.2,0
CN(c1ccccc1)S(=O)(=O)c1ccc(NC(=O)c2cccs2)cc1,-2.3,-3.5,-8,-1.5,-2.3,2.1,2.7,-1,3,0.0,-13
O=C(C(=O)N1CCN(C/C=C/c2ccccc2)CC1)c1ccccc1,-0.8,0.5,9,.,-2.7,.,2.2,-6,-4,-0.3,-3
CC(C)N1CCC(C)(C(=O)Nc2ccc(Cl)c(Cl)c2)C1 (stereo not drawn),-1.0,-0.1,0,.,1.3,-1.0,-1.1,1,2,1.8,-1
Cc1nc2ccccc2c(=O)n1-c1cccc(NS(=O)(=O)c2ccccc2)c1,-0.8,0.6,-4,1.6,-1.1,-3.2,-1.4,-2,0,-1.0,-7
CC(=O)N1CCN(C(=O)c2cccc(NS(=O)(=O)c3ccc(Br)cc3)c2)CC1,-1.7,0.3,1,1.0,-0.2,0.9,2.4,2,-2,-1.7,1
C[C@H](CO)N1C[C@H](C)[C@H](CN(C)C(=O)Nc2ccc(N3CCN(C)CC3)cc2)OCc2cnnn2CCCC1=O,-1.2,0.3,3,0.9,3.2,0.7,-1.2,3,0,0.7,0
CCOC(=O)/C(N=Nc1c(C)n(C)n(-c2ccccc2)c1=O)=C(\C)O,-1.1,0.1,7,-0.3,0.0,1.1,-1.2,-1,-2,-0.4,7
CN(C)C(=S)NCc1ccccc1,-1.1,3.0,2,-0.1,-1.2,0.5,-0.9,1,1,-0.1,-1
COc1ccc(S(=O)(=O)Nc2ccc3c(c2)COC3=O)cc1OC,-1.4,0.6,2,1.9,-0.9,4.0,0.4,-2,2,0.1,0
O=C(CN1C(=O)c2ccccc2S1(=O)=O)NC1CC2CCC1C2 (stereo not drawn),-1.0,4.6,2,1.3,1.8,-1.3,-0.6,-1,2,0.0,5
Cc1ccc(-c2nnc(Nc3ccccc3)o2)cc1,-0.2,6.2,-3,-4.7,8.0*,-6.3,0.1,0,2,5.5*,-8
CC(C)CNc1ncnc2c1ncn2[C@H]1CN(CCN2CCOCC2)C[C@@H](CO)O1,-1.2,2.0,-4,.,-1.6,-1.4,2.7,-4,-6,-0.4,13
CC(C)CN(C(=O)Cn1nnc(-c2ccc(Cl)cc2)n1)C1CCS(=O)(=O)C1 (stereo not drawn),-0.7,1.1,1,0.4,1.4,2.0,0.1,1,-1,1.3,3
Cc1ccc(C(=O)NCC(=O)OCc2nc3ccsc3c(=O)[nH]2)cc1C,-1.6,3.2,-6,1.1,2.8,-0.3,-1.1,-8,-3,-1.1,10
CCn1c(SCC(=O)c2c(N)n(C3CC3)c(=O)[nH]c2=O)nc2cc(S(N)(=O)=O)ccc21,-1.6,1.9,-9,2.3,0.1,2.1,-0.9,-6,0,-1.3,4
O=C(Nc1ccncc1)Nc1ccc(F)cc1,-1.0,-0.3,-3,0.3,-1.2,-0.4,1.0,-4,-2,-0.7,1
CC(=O)N1CCc2cc(S(=O)(=O)NCCCN3CCN(Cc4ccccc4)CC3)ccc21,-1.2,-3.3,0,-1.4,-0.5,-1.2,5.5,-115,-4,0.2,-3
CCOc1ccc(NC(=O)C(=O)NCC2CCCN2CC)cc1 (stereo not drawn),-1.8,1.3,-2,0.5,0.4,1.8,-2.9,2,1,0.7,-1
Cn1c(Cn2cnc([N+](=O)[O-])n2)nnc1SCC(=O)Nc1ccc(Br)cc1,-1.1,0.7,-2,0.6,2.3,1.1,-0.6,-4,-2,-1.4,-3
CCNc1nc(Oc2ccc(F)cc2)cc(C(F)(F)F)n1,-1.7,4.5,-4,2.7,1.0,-0.3,-0.8,0,2,-0.3,-1
O=C(CN(Cc1cccs1)C(=O)c1csnn1)NC1CCCC1,-1.6,0.1,0,-0.9,0.1,-2.0,0.1,-2,3,0.7,2
COC(=O)c1c(Cl)c2n3ccccc3c(C)c(-c3ccccc3)c-2c1C(=O)OC,-0.8,1.1,3,0.1,0.0,-4.2,6.3,-118,-2,0.1,-19
CCCCNC(=O)c1ccccc1Cl,-0.9,-2.2,5,1.3,-1.2,-0.2,-2.3,3,1,0.7,4
COc1cccc(N(C(=O)c2snc(C(N)=O)c2N)C(C(=O)NCC2CCCO2)c2c[nH]c3ccccc23)c1 (stereo not drawn),0.5,-3.0,9,-0.1,4.3,-0.1,-0.3,-14,3,0.7,-15
CCOC(=O)CNC(=O)c1cnc(Nc2ccccc2OC)c2ccccc12,-0.8,-0.1,6,-0.8,-1.6,-0.8,-1.7,-41,-1,0.1,9
CC(=O)c1sc2nc(C)cc(C)c2c1N,-1.6,1.7,-4,2.2,-1.8,0.5,1.8,-445,-1,-0.8,-1
COc1ccc(C(C(=O)NC2CCCC2)N(C(=O)Cc2cccs2)C2CC2)cc1OC (stereo not drawn),-0.6,-0.5,2,-0.2,-2.9,0.9,-1.1,-12,-4,0.1,6
C=CCN1C(=O)C(=Cc2ccc3c(c2)CCC3)SC1=S,0.0,1.0,10,0.8,-1.0,-0.4,-0.8,2,-2,0.3,2
CCCc1nc2ccc(NC(=O)c3ccco3)cc2c(=O)n1Cc1ccccc1Cl,-0.8,-2.6,1,-0.9,-0.2,2.6,-0.4,0,-3,0.8,-1
Cc1ccc(OCC(=O)c2cc(C)n(Cc3cccs3)c2C)c([N+](=O)[O-])n1,-3.5,-14,2,-2.8,-6.6,-11,-0.4,-8,-8,-5.6,1
Cc1cc(N2CC(C(=O)NCc3cccs3)CC2=O)ccc1C(C)C (stereo not drawn),-1.0,2.4,1,0.7,0.4,1.9,-1.2,0,1,-0.2,-14
COc1c2ccoc2nc2c(OC)c(OCC(O)C(C)(C)O)ccc12 (stereo not drawn),-0.7,2.0,1,0.6,1.1,4.4,-0.1,i,-1,1.0,2
COC(=O)C(C)(C)c1cccnc1C#N,-0.8,0.1,-4,-0.3,-0.4,0.4,-0.5,2,-3,-0.4,6
